Rac1 mut GTP: GTP binding modulators of activated mutant Rac1, primary screen, biochemical, bead-based flow cytometry, multiplex, fluorescent GTP. Ras-related C3 botulinum toxin substrate 1 (Homo sapiens), P63000. GST-Rac1 activated beads; actives lie on both sides; 100% means binding = to untreated wells. 190,000 tested, 0.11% active. percent activity (GTP binding), % at 10 µM. AID 764, 2007;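 active = GTP binding at least 20 percentage points away from the 100% baseline, in either direction, so actives lie on both sides; inconclusive = Compound likely fluorescent itself, or too few beads counted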
Rac1 wt modul: wildtype Rac1 GTP binding modulators, primary screen, biochemical, GST-Rac1 beads, flow cytometry, multiplex; Ras-related C3 botulinum toxin substrate 1 (Homo sapiens), P63000; fluorescent GTP binding; actives lie on both sides; 0 = cold GTP competed, 100 = untreated; GTP binding activity (% of control), % at 10 µM; 190,000 tested, 0.27% active;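 active = GTP binding activity at least 20 points away from the 100% control level, either lower or higher; inconclusive = compound flagged as likely green fluorescent, judged across all proteins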
HRas wt GTP: modulators of GTP binding to HRas wildtype, primary screen, biochemical, bead-based flow cytometry, multiplex. GTPase HRas (Homo sapiens), P01112. GST-Ras wt beads, Bodipy-FL-GTP binding; actives lie on both sides. GTP binding activity, % at 10 µM. 190,000 tested, 0.14% active;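 active = GTP binding activity at least 20% away from the 100% baseline, either lowered as inhibitor or raised as activator; inconclusive = flagged as likely green fluorescent, judged across all proteins in the well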;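 also: 0% = unlabeled GTP competition control and 100% = no-compound control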
Target sequence (P01112 whole entry, looked up): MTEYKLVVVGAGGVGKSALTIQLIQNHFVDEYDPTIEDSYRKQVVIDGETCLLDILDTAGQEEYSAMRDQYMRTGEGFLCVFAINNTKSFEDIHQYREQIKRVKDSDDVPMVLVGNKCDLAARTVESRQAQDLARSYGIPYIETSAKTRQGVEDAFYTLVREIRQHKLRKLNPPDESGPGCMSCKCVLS
Rab7 wt GTP bind: modulators of GTP binding to Rab7, primary screen, biochemical, wildtype, multiplex bead flow cytometry | Rab7 GTPase wild type (dog), Bodipy-FL-GTP binding | GST-Rab7 beads, fluorescent GTP binding; actives lie on both sides; untreated = 100%, excess cold GTP = 0% | GTP binding activity (percent of control), % at 10 µM | 190,000 tested, 0.055% active | AID 758, 2007;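 active = fluorescent GTP binding to Rab7 beads changed by at least 20 points from the 100% baseline, either direction, mostly lower; inconclusive = compound itself probably fluorescent, or too few beads counted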;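 also: median green fluorescence of bound Bodipy-FL-GTP per Rab7 bead population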
Avidin fluor: green autofluorescence of compounds with avidin beads – biophysical, 488/530 nm, flow cytometry, artefact control, profiling panel. compound fluorescence 488/530 nm; active compounds read high. fluorescence (KMESF) at 10 µM. 220,000 tested, 0.38% active; in the data active = fluorescence above about 47; also: inactives centre near 10
Mcl1-Noxa inh: Mcl-1/Noxa binding inhibitors, primary screen, biochemical, TR-FRET, 1536-well | inhibition, % at 21.7 µM | 220,000 tested, 1.5% active | TR-FRET Mcl-1/Noxa peptide binding, 2 h;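 active = compounds that cut the protein-peptide binding signal by more than 50% relative to plate controls in a single-dose test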;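 also: His-tagged Mcl-1 with rhodamine Noxa BH3 peptide and terbium anti-His antibody; 0% = Mcl-1 plus Noxa peptide wells and 100% = peptide-only wells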
Target sequence (Q07820 whole entry, looked up): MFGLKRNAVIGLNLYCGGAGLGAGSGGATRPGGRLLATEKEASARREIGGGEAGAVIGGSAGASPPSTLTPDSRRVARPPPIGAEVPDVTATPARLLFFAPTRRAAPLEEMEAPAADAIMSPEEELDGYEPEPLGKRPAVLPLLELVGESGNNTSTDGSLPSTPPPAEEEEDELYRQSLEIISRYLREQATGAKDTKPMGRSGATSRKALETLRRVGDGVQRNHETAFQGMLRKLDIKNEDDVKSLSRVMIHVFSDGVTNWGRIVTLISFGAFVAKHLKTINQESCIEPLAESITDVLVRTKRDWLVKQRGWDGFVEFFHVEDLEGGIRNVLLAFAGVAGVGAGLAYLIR
Bim-Mcl-1: inhibitors of Bim peptide binding to Mcl-1, primary screen, biochemical, bead-based flow cytometry, multiplex; Induced myeloid leukemia cell differentiation protein Mcl-1 (Homo sapiens), Q07820; AID 1009, 2008; Bim peptide-Mcl-1 binding; inhibition, % at 10 µM; 190,000 tested, 0.1% active; in the data active = inhibition above about 40%;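 also: 0% = no compound tracer wells and 100% = peptide blocker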
Cdc42 wt GTP: modulators of GTP binding to wildtype Cdc42, primary screen, biochemical, multiplex bead flow cytometry, Bodipy-GTP; 190,000 tested, 0.2% active; percent activity (GTP binding), % at 10 µM; Cell division control protein 42 homolog (Homo sapiens), P60953; GST-Cdc42 beads; actives lie on both sides;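 active = percent activity GTP binding at least 20 points away from the 100% baseline, either down as inhibitor or up as activator; inconclusive = compound flagged as likely green fluorescent from well-wide comparison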;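 also: median bead fluorescence of bound Bodipy-FL-GTP at 100 nM; 0% = excess unlabeled GTP control and 100% = no compound control; below 100% means less GTP binding so inhibitor and above means activator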
Target sequence (P60953 whole entry, looked up): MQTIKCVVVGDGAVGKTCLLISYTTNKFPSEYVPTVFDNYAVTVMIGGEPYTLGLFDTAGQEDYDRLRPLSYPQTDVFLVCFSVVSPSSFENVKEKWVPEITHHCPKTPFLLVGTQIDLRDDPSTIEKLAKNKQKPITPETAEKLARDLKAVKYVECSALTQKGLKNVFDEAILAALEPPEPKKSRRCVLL
Rab2 wt GTP: modulators of GTP binding to Rab2A wildtype, primary screen, biochemical, dog, bead-based flow cytometry, multiplex. GTP binding activity, % at 10 µM. 190,000 tested, 0.19% active. GST-Rab2 wt beads, Bodipy-GTP binding;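 active = GTP binding activity at least 20 points away from 100%, either lowered or raised; inconclusive = signal likely due to the compound's own green fluorescence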;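 also: 0% = beads with excess unlabeled GTP and 100% = no-compound control corrected for plate trend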
Pf gametocyte: late stage P. falciparum gametocyte viability inhibitors, primary screen, ATP luminescence, HTS; inhibition, % at 10.9 µM; P. falciparum stage V gametocytes, 24 h; 150,000 tested, 0.065% active;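 active = inhibition above the mean plus 3 SD of compounds within the control limits, set per campaign, cut at about 38% in these data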;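 also: 0% = DMSO wells and 100% = medium only without gametocytes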
Mcl1-Bid inh: Mcl-1/Bid binding inhibitors, primary screen, biochemical, TR-FRET, 1536-well; TR-FRET Mcl-1/Bid-Dy647 peptide binding; 220,000 tested, 0.97% active; inhibition, % at 21.7 µM;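 active = compounds that cut the binding signal by more than half at the single screening dose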;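 also: His-tagged Mcl-1 with europium anti-His antibody binding Bid BH3 peptide; 0% = Mcl-1 plus peptide wells and 100% = peptide-only wells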
Starred values were filed as active, the others as inactive; ? = inconclusive; nt = no result given.

SMILES	Rac1 mut GTP	Rac1 wt modul	HRas wt GTP	Rab7 wt GTP bind	Avidin fluor	Mcl1-Noxa inh	Bim-Mcl-1	Cdc42 wt GTP	Rab2 wt GTP	Pf gametocyte	Mcl1-Bid inh
Cc1cccc(NC(=O)CCC(=O)N/N=C/c2cc([N+](=O)[O-])ccc2O)c1	97	96	98	98	17	-57	0	96	99	4	-65
Cn1c(-c2ccccc2)cnc1SCC(=O)N1CCCCC1	100	106	101	99	6	-1	0	104	99	16	-15
CN(C)CC#CCCCCCCC#CCN(C)C	95	96	97	95	10	nt	-3	97	94	nt	-7
Cc1[nH]c2ccccc2c1/C=C(\C#N)S(=O)(=O)c1ccccc1	101	105	102	98	1	9	-1	105	102	nt	12
CCOC(=O)/C(C#N)=C1/C=C(C)c2ccccc2N1	94	98	94	96	10	6	-5	94	94	nt	-16
CC(=O)Nc1cc(-c2ccc(Cl)cc2)nn1-c1ccccc1	100	107	102	97	5	-8	0	104	101	nt	-3
Nn1c(SCc2cccc(C(F)(F)F)c2)nnc1-c1ccco1	93	93	96	94	13	26	-1	96	95	16	-2
COc1ccc(CCn2nnnc2C(C(C)C)N2CCC(C(N)=O)CC2)cc1OC (centres undefined)	97	98	98	97	6	16	-6	95	98	-11	3
O=C1CC(c2c(F)cccc2Cl)C(n2cncn2)C(O)=C1C1NCCc2ccccc21 (centres undefined)	89	90	94	98	11	-8	0	91	92	-38	-16
O=C(CSc1nccn1Cc1ccccc1)Nc1nccs1	99	105	103	102	20	4	-2	103	103	nt	-10
COc1ccc(C(=O)Cc2ccc3c(c2)OCO3)c(O)c1	100	103	100	97	4	-24	-3	100	99	-13	-3
COc1cccc(-n2ccnc2SCC(=O)Nc2ccccc2F)c1	?	?	?	?	10	5	3	?	?	-31	-15
COCCn1nnnc1C(C(C)C)N1CCSCC1 (centres undefined)	96	100	102	100	13	20	6	98	99	-18	-5
CCC(c1nnc(SCC(=O)Nc2cccnc2Cl)n1-c1ccccc1)N(C)C (centres undefined)	97	99	98	99	11	19	0	98	97	-11	-52
COc1ccc(N/C=C2\CCc3ccccc3C2=O)cc1	97	98	98	96	11	6	11	100	99	6	-63
CCOc1ccccc1-n1c(CN2CCN(C(=O)c3ccco3)CC2)nc2ccccc2c1=O	101	105	105	102	8	0	0	104	103	9	-2
CN(C)S(=O)(=O)c1ccc(C(=O)NCCN2C(=O)S/C(=C\c3cccnc3)C2=O)cc1	94	92	97	106	9	15	0	104	96	-9	-14
CC1=NN(/C(=N\c2nnc(C)s2)Nc2ccc(C)cc2)[C@H](c2ccc(C)cc2)S1	97	103	97	97	6	1	-5	99	99	15	-4
Cc1ccc2cc(C)c(Sc3nnnn3-c3ccccc3)nc2c1	97	101	96	97	17	3	33	101	95	8	16
Cc1ccc(NC(=O)Nc2cnc3ccccc3c2)cc1	93	97	96	94	10	16	0	97	93	-27	-18
COC(=O)C1(S(=O)(=O)c2cc(Br)cc3c2N(C(C)=O)CC3)CC1	101	101	100	96	9	0	-1	102	100	nt	4
CCN(CC)c1ccc(S(=O)(=O)N2CCOCC2)cc1NC(=O)CSc1cccc[n+]1[O-]	102	100	100	100	1	16	1	100	98	nt	-69
CCCCc1ccc(-c2nc(N)n[nH]2)cc1	97	103	100	97	21	-15	0	100	99	-6	-3
Cc1c(C(=O)NN2CCOCC2)oc2ccccc12	98	100	101	102	10	6	-2	102	100	nt	-32
O=C(CSc1nnnn1C1CCCC1)c1ccc2c(c1)OCCO2	96	100	100	100	8	12	-1	98	99	nt	9
Next section:
SMILES	Rac1 mut GTP	Rac1 wt modul	HRas wt GTP	Rab7 wt GTP bind	Avidin fluor	Mcl1-Noxa inh	Bim-Mcl-1	Cdc42 wt GTP	Rab2 wt GTP	Pf gametocyte	Mcl1-Bid inh
Cc1cccc(NS(=O)(=O)c2cc(C(=O)N3CCN(C)CC3)ccc2C)c1	101	100	102	101	7	6	-1	102	104	nt	-19
O=C(OCC(=O)N1c2ccccc2Sc2ccccc21)c1ccc[n+]([O-])c1	89	91	90	97	24	14	2	91	90	18	-30
CCc1ccc(N2C(=O)CN(Cc3ccc(OC)c(OC)c3)C2=S)cc1	97	106	102	104	6	-10	0	100	101	10	-1
CSCCC(NS(=O)(=O)c1cccs1)C(=O)NCc1cccs1 (centres undefined)	101	105	100	103	14	-6	-5	103	103	-5	-37
COC(=O)c1ccccc1NC(=O)N[C@@H](C)C(=O)OC	102	109	106	107	8	3	-1	106	105	nt	0
CCCc1c(C(=O)OCC)[nH]c2c1C(=O)CCC2	102	107	102	101	7	1	-1	99	104	nt	-14
S=C(NCC1CCCO1)N1CCN(Cc2ccccc2)CC1 (centres undefined)	98	101	97	97	10	22	1	98	98	-20	-3
CC(C)(C)CC(=O)OCC(=O)Nc1cc(C(C)(C)C)nn1-c1ccccc1	96	98	97	92	9	36	2	98	95	nt	-8
COCCNC(=O)CSc1nnc(-c2ccccc2)c(-c2ccccc2)n1	96	98	94	92	11	3	-4	98	94	10	-14
O=C(NCc1cccs1)C1CCCN(S(=O)(=O)c2cccc3cccnc23)C1 (centres undefined)	100	99	96	94	3	2	9	97	96	nt	-6
Cc1ccc(NC(=O)CSc2nnc([C@@H]3CCCN3C(=O)OC(C)(C)C)o2)c(C)c1	101	104	100	99	8	-4	2	103	99	24	-31
Cc1ccc(N2CCN(C(=O)c3ccccc3NC(=O)C3CCCCC3C(=O)O)CC2)cc1 (centres undefined)	100	101	100	96	12	2	0	104	99	-14	-4
Cc1cccc(C(=O)N/N=C/c2ccccn2)c1	100	101	100	101	10	-5	0	98	97	nt	-52
O=C(O)c1ccc(N2C(=O)c3cccc4c(C(=O)O)ccc(c34)C2=O)cc1	96	94	97	104	20	43	2	94	97	nt	-13
Cn1nnc2cc(NC(=O)N3CC4(C)CC3CC(C)(C)C4)ccc21 (centres undefined)	?	?	?	?	12	0	2	?	?	12	-10
O=C(O)c1nccnc1C(=O)NCCc1c[nH]c2ccccc12	98	101	97	95	12	14	0	100	95	3	-22
Cc1ccc(C(=O)N/C(=C/c2cccc([N+](=O)[O-])c2)C(=O)NC(C)C)cc1	96	103	99	99	22	4	0	101	96	1	-7
CCOC(=O)c1cn(CC(=O)Nc2ccccc2C(=O)OCC)nn1	102	110	104	103	10	9	0	104	104	16	-16
COc1ccc(S(=O)(=O)N2CCC(O)(c3ccc4c(c3)OCO4)CC2)cc1	88	87	91	90	13	nt	-4	92	89	4	-18
c1ccc(-c2nc(-c3cccnc3)n[nH]2)cc1	97	101	100	97	9	22	-5	103	99	nt	-9
Cc1ccccc1-n1cnnc1SCC(=O)N1CCN(c2ccccc2)CC1	98	102	99	98	50*	7	-2	102	98	nt	-34
CC(=O)OCC(=O)[C@@]1(O)CC[C@H]2[C@@H]3CCC4=CC(=O)C=C[C@]4(C)[C@H]3[C@@H](O)C[C@@]21C	100	104	101	98	9	9	1	102	99	nt	9
C=CCNS(=O)(=O)c1cc(S(=O)(=O)NCC=C)c(OC)cc1OC	95	93	94	99	12	-7	1	94	98	5	-5
O=C(N=NC(=O)c1ccc2c(O)n(C3CCCCC3)c(O)c2c1)c1cccnc1	100	101	102	101	11	-15	-2	103	103	-5	-10
CC(=O)Nc1ccc(C(=O)OCC(=O)Nc2ccc(N3CCOCC3)cc2)cc1	93	94	95	94	21	36	-3	92	93	nt	-16
(further entries)
SMILES	Rac1 mut GTP	Rac1 wt modul	HRas wt GTP	Rab7 wt GTP bind	Avidin fluor	Mcl1-Noxa inh	Bim-Mcl-1	Cdc42 wt GTP	Rab2 wt GTP	Pf gametocyte	Mcl1-Bid inh
Cc1cc(C)c(S(=O)(=O)N2CCN(CCN3C(=O)c4cccc5cccc(c45)C3=O)CC2)cc1[N+](=O)[O-]	98	98	96	99	5	-6	0	97	95	nt	8
CCOC(=O)CSc1nc2ccccc2c(=O)n1CC1CCCC1	100	103	101	96	5	11	-5	99	101	13	3
CC(C)NS(=O)(=O)c1ccc(OCC(=O)NCc2ccc3c(c2)OCO3)c(Cl)c1	97	104	100	101	31	11	1	103	98	nt	-9
O=C(O)CSc1nc2ccccc2[nH]1	99	106	103	97	30	5	-1	107	103	-2	33
COc1cccc(-n2c(=S)sc3c(=O)n(-c4ccccc4OC)c(=S)[nH]c32)c1	94	101	98	104	8	15	0	97	99	0	-35
COc1ccc(NC(=S)Nc2ccc3nccnc3c2)cc1	98	101	98	98	20	52*	-1	103	95	-1	-53
NC(=O)C1CCN(CC(=O)Nc2cccc(C(=O)Nc3cccc(C(F)(F)F)c3)c2)CC1	100	106	99	102	12	-5	0	104	99	4	-3
COc1ccc(C(=O)COc2nc(C)cc(C)c2C#N)cc1	100	105	102	100	33	18	-2	107	103	11	2
O=S(=O)(/C=C/c1ccccc1)n1cnc2ccccc21	99	104	101	101	5	20	1	102	99	nt	-29
O=C1N(CCCCN2C(=O)C3(OCCO3)c3ccccc32)c2ccccc2C12OCCO2	98	101	98	98	9	5	-1	99	99	nt	13
O=C(O)c1cc(NS(=O)(=O)c2ccc(N3CCCCC3)c([N+](=O)[O-])c2)cc(C(=O)O)c1	95	99	96	99	16	21	-1	96	94	nt	-14
COc1ccc(N2CCN(C(=O)c3cn(C)c(=O)c4c3c3ccccc3n4C)CC2)cc1	100	106	100	100	20	-9	-5	104	101	nt	-19
CCCN(CC1CCCO1)C(=O)CCc1nnc(-c2cc(C)on2)o1 (centres undefined)	100	102	98	99	11	5	0	99	97	14	1
O=C(O)CCN1/C(=C/C=Nc2ccccc2)Oc2ccccc21	98	98	102	100	7	-6	0	104	102	17	-9
O=C(Nc1ccc(F)cc1)c1nsc(Cl)c1Cl	97	99	99	100	6	2	-2	101	99	nt	-2
COc1cccc(CNC(=O)CCC2CCCN(C(=O)c3ccc(OC)o3)C2)c1 (centres undefined)	95	99	94	93	8	-8	-3	95	94	0	4

High-throughput results: PubChem, several laboratories
